Growth percent in the NCI-60 one-dose screen (48 h, 10 µM unless noted): 100 = growth as untreated, 0 = no growth, -100 = all killed.
IGROV1 – IGROV1 ovarian cancer. actives 4.7% (n = 79,000). AID 1794786
NCI/ADR-RES – NCI/ADR-RES ovarian cells; actives 4.4% (n = 81,000)
SK-OV-3 – SK-OV-3 ovarian cancer cells | actives 3.2% (n = 80,000)
OVCAR-3 – OVCAR-3 ovarian cancer; actives 7% (n = 79,000); AID 1794787
NCI-H522 – NCI-H522 lung cancer; actives 8% (n = 78,000)
OVCAR-5 – OVCAR-5 ovarian cancer; actives 2.9% (n = 82,000); AID 1794783
OVCAR-8 – OVCAR-8 ovarian cancer. actives 4.4% (n = 81,000). AID 1794782
OVCAR-4 – OVCAR-4 ovarian cancer cells. AID 1794784. actives 3.7% (n = 80,000)
NCI-H23 – NCI-H23 lung cancer; actives 4% (n = 80,000)
The depositor's hits bear a star; nt = not tested or not shown; & = joins results of further samples. The calls were made as follows: active = growth percent below 10; inactive = the rest.

Molecule,IGROV1,NCI/ADR-RES,SK-OV-3,OVCAR-3,NCI-H522,OVCAR-5,OVCAR-8,OVCAR-4,NCI-H23
COc1cnc2c(c1)C(=O)c1c-2n(CCCN2CCN(C)CC2)c(=O)c2cc(Cl)ccc12,59,45,52,68,12,78,31,44,48
Cc1nc(-c2ccc(F)cc2)ccc1NC(=O)Nc1cc(C(F)(F)F)cc(C(F)(F)F)c1,111,103,91,106,65,109,102,110,104
CC12C=CC(=O)C=C1CCC1C2C(O)CC2(C)C1CCC2(O)C(=O)CSc1ncnc2nc[nH]c12 (centres undefined),111,102,83,121,102,105,94,103,106
COc1cc(NS(=O)(=O)c2ccc(NC3=C(Cl)C(=O)c4ncccc4C3=O)cc2)ncn1,119,104,84,105,95,146,109,103,97
COC(=O)c1ccc2[nH]c(O)c(C(=Nc3ccc(N(C)C(=O)CN4CCN(C)CC4)cc3)c3ccc(CO)cc3)c2c1,55,104,62,80,50,107,105,75,80
O=c1c2c3c(sc2nc(SCc2ccccc2)n1-c1ccccc1)CCCCC3,109,101,94,114,91,104,103,112,101
CCN(CC)CCNC1CC(C)CC(C)(C)C1 (centres undefined),101,105,96,106,89,95,100,89,101
O=C1/C(=C/C2=Cc3ccccc3OC2)SC(=S)N1c1ccccc1,84,92,109,81,76,102,91,80,84
CNC(=S)N(C1CCCCC1)C1CCCCC1,113,115,104,115,86,90,104,107,109
COc1ccc2nc(SCC(=O)NCc3ccccc3)[nH]c2c1,98,88,88,95,79,101,88,95,98
Cc1ccc(OC(=O)c2ccccc2)cc1,132,113,107,115,92,100,101,114,114
O=c1[nH]c2ccccc2cc1CSc1ccccc1Nc1nccc(-c2ccc(C(F)(F)F)cc2)n1,68,63,117,70,80,103,38,49,nt
CCCCC(O)Cn1ncc(C(=O)OCC)c1NC(=O)Nc1cccc(C(F)(F)F)c1 (centres undefined),52,42,nt,20,32,88,41,29,41
CCN1CCN(C(=O)[C@]23CCC(C)(C)C[C@H]2C2=CC[C@@H]4[C@@]5(C)CC/C(=N/O)C(C)(C)[C@@H]5CC[C@@]4(C)[C@]2(C)CC3)CC1,68,60,105,54,45,78,57,-20*,70
O=c1cc(N/N=C/c2ccc(F)cc2)c2cc(Cl)ccc2[nH]1,107,105,85,100,73,88,94,93,85
O/N=C(\c1ccco1)C(O)c1ccco1 (centres undefined),110,107,102,113,93,109,103,112,101
CC(=O)Nc1ccc(Oc2ncnc3sc(C)c(C)c23)cc1,97,95,nt,102,92,93,95,97,99
CCOC(=O)CNc1ccc2c(c1)C(=O)c1ccccc1-2,103,98,106,99,102,111,102,106,97
COc1ccc(-c2cc(-c3ccc(Nc4ncnc5cc(Cl)ccc45)cc3)nc(N3CCCCC3)n2)cc1OC,97,100,112,109,104,97,101,97,102
O=C1OC2C(I)C3CC1C2C3 (centres undefined),95,103,99,109,99,113,99,100,101
NC(C/[N+]([O-])=N/O)C(=O)O (centres undefined),29,103,99,107,103,82,nt,104,87
C=C(C)[C@@H]1CC[C@]2(C(N)=O)CC[C@]3(C)[C@H](CC[C@@H]4[C@@]5(C)C/C(=C/c6cc(OC)cc(OC)c6)C(=O)C(C)(C)[C@@H]5CC[C@]43C)[C@@H]12,90,80,92,83,74,95,65,70,80
Cn1ccc(=O)[nH]c1=O,101,99,114,113,88,103,104,102,98
COC1OC2COC(c3ccccc3)OC2C(NC(C)=O)C1OC(C)=O (centres undefined),109,104,105,115,95,108,102,108,97

As a short view, five of the compounds above.
Molecule,IGROV1,NCI/ADR-RES,SK-OV-3,OVCAR-3,NCI-H522,OVCAR-5,OVCAR-8,OVCAR-4,NCI-H23
CC(=O)Nc1ccc(Oc2ncnc3sc(C)c(C)c23)cc1,97,95,nt,102,92,93,95,97,99
CCOC(=O)CNc1ccc2c(c1)C(=O)c1ccccc1-2,103,98,106,99,102,111,102,106,97
COc1ccc(-c2cc(-c3ccc(Nc4ncnc5cc(Cl)ccc45)cc3)nc(N3CCCCC3)n2)cc1OC,97,100,112,109,104,97,101,97,102
O=C1OC2C(I)C3CC1C2C3 (centres undefined),95,103,99,109,99,113,99,100,101
NC(C/[N+]([O-])=N/O)C(=O)O (centres undefined),29,103,99,107,103,82,nt,104,87

(more compounds)
Molecule,IGROV1,NCI/ADR-RES,SK-OV-3,OVCAR-3,NCI-H522,OVCAR-5,OVCAR-8,OVCAR-4,NCI-H23
CCCCCCCCCCCCCCCCNC(=O)Nc1ccc(Br)cc1,109,114,110,100,68,115,97,99,114
c1ccc(Nc2cccc3ccccc23)cc1,102,98,98,104,84,96,87,96,100
CC(=O)Oc1ccc2cc(-c3ccccc3)c(=O)oc2c1,107,94,115,103,79,107,99,89,96
C/C=C(/C)c1ccccc1,108,101,99,75,96,109,97,120,93
COC(=O)C1=CCC[C@@H]2[C@@](C)(CC(=O)c3ccoc3)[C@H](C(=O)OC)CC[C@@]12C,nt,83,94,106,88,90,92,97,92
O=[N+]([O-])c1cc(Br)cc(Br)c1,111,102,90,108,76,107,115,114,98
Cn1cc(-c2nc(N)nnc2-c2c[nH]c3ccc(Br)cc23)c2cc(F)ccc21,73,90,118,100,89,110,97,94,93
O=C1C2=C(C(=O)N1O)c1cn(c3ccccc13)CCCCCCn1cc2c2ccccc21,113,108,106,106,108,98,110,113,100
CC(=O)Oc1ccc(Cl)cc1CN(C(C)=O)C1CCCCC1,98,110,100,114,88,103,97,119,116
CC(C)C(=O)OCCN(C)CCc1ccccc1,110,101,107,103,85,107,104,117,91
CCOC(=O)C1C(C)=CC(=O)CC1C (centres undefined),109,99,101,113,80,94,101,110,91
C[C@]12CCC(=O)C=C1CC[C@@H]1[C@@H]2[C@@H](O)C[C@]2(C)/C(=C\CO)CC[C@@H]12,107,108,103,135,92,112,101,108,101
CCCCNc1nc(NN2C(=O)c3cccc4cccc(c34)C2=O)nc(N2CCOCC2)n1,83,101,111,100,91,101,102,121,96
COc1cnc2c(c1)C(=O)c1c-2n(CCCNCCO)c(=O)c2cc(OC)c(OC)cc12,27,88,7.3*,3.1*,15,24,30,48,3.4*
COc1ccc(Cc2n[nH]c(=S)n2-c2cc(C)ccc2C)cc1OC,116&113,104&110,108&113,104&130,96,115&111,105&101,101&91,103&111
O=[N+]([O-])c1cccc(C2NC3=C(NNC(=S)O3)c3c2sc2c(F)cccc32)c1 (centres undefined),74,104,103,98,94,101,104,99,98
O=C(NCc1ccc(Cl)cc1Cl)C1CC(=O)N(C(=O)Nc2ccc(Cl)nc2)C1 (centres undefined),111,87,100,110,75,104,98,109,96
CCN(CC)CC(Cc1ccccc1)OC(=O)c1ccc(N)cc1 (centres undefined),103,99,97,110,73,107,91,110,97
COc1cc(-c2c(-c3ccccc3)noc2C(N)=O)c(OC)c2c1OCO2,106,104,128,101,96,103,107,106,101
CCOC(=O)C(Nc1ccc(F)cc1)c1ccc(NC)cc1 (centres undefined),98,99,98,100,81,98,105,115,98
CCOC(=O)c1sc2ccc(N)cc2c1NC(=O)c1ccccc1,100,98,93,94,77,91,nt,90,91
CCN(CC)S(=O)(=O)N1CCN(S(=O)(=O)N(CC)CC)CC1,102,102,111,112,101,98,114,117,103
Cc1cc2nc(CC(=O)c3ccccc3)c(CC(=O)c3ccccc3)nc2cc1C,87,84,99,109,88,94,89,90,83
N#Cc1c(Nc2ccc(Cl)cc2)nn2c(-c3ccc(Br)cc3)c(-c3nc4ccccc4s3)c(N)nc12,91,104,98,111,99,100,103,104,95
CCc1cccc2c3c(sc12)C(c1ccc(F)cc1)c1c(nc(CC(=O)Nc2ccccc2)[nH]c1=O)O3 (centres undefined),61,101,95,117,nt,94,101,88,79
Oc1ccc(-c2[nH]ncc2-c2cnn(-c3ccccc3)c2)c(O)c1,92,102,79,116,95,97,97,95,89
O=S(=O)(c1ccc(N/N=C\c2ccccc2Cl)cc1)c1ccc(N/N=C/c2ccccc2Cl)cc1,74,84,98,nt,85,83,86,84,87
Cc1cccc(/C=N/Nc2cc(C)c3cccc(C)c3n2)n1,97,84,115,102,87,94,83,90,94
CCOC(=O)C1=CSC2=NC(C)=CC(c3cc(OC)c(OC)c(OC)c3)N12 (centres undefined),96,90,105,nt,52,106,68,88,97
Cc1ccc(CCO)c(C)c1,122,103,100,113,96,103,98,nt,103
CCCn1c(=O)sc2cc3ccccc3nc21,98,108,112,nt,92,95,102,96,105
Cc1ccc(-c2csc(C3=C(O)CN(NC(=O)c4cccs4)C3=N)n2)cc1,82,113,105,117,98,97,107,134,100
O=C(CSc1nnc(-c2ccc(Br)cc2)n1-c1ccccc1)Nc1ccc(C(=O)/C=C/c2ccc(Cl)cc2)cc1,93,100,103,106,70,95,93,108,98
CCOC(=O)c1sc(-c2ccc(OS(=O)(=O)c3ccc(Cl)cc3)c(C=O)c2)nc1C,26,80,108,61,27,62,51,74,76
Cn1c2c(c(=O)n(C)c1=O)CN(Cc1ccccc1)CN2,111,111,114,116,nt,112,103,100,108
S=C(S)Nc1ccc(Cc2ccc(NC(=S)S)cc2)cc1,100,nt,100,105,89,115,98,97,94
Cc1cc(-n2c(=O)[nH]c(=O)n(C)c2=O)ccc1Oc1ccc(SC(F)(F)F)cc1,107,105,113,109,101,102,102,101,106
CC1CCN(CCOc2ccc(CNc3ccc4nc(CCC5CCCCC5)[nH]c4c3)cc2)CC1,43,51,80,66,45,60,43,50,72
C#CCOC(=O)[C@]1(C)CC[C@]2(C)CC[C@@H]3C(=CC[C@H]4[C@@]3(C)CC[C@H]3C(C)(C)C(=O)CC[C@]43C)[C@@H]2C1,104,102,90,90,71,115,117,98,96
CCNCCCn1c2c(c3ccc(F)cc3c1=O)C(=O)c1cc(OC)cnc1-2,2.6*,-29*,-30*,-17*,nt,3.2*,-15*,-4.4*,-40*
CCOC(=O)CC(Cc1ccc2c(c1)OCO2)C(=O)OCC (centres undefined),102,110,112,108,102,103,112,104,102
Cc1nn(-c2ccccc2)c2nc3c(nc12)C(=O)c1ccccc1-3,79,92,87,76,85,89,nt,79,89
COc1cc(-c2cnnn2-c2nonc2N)cc(OC)c1OC,104,105,100,113,90,110,106,103,102
O=C(O)Cc1csc2ccccc12,116,108,106,105,112,104,99,111,97
O=C(NN(Cc1ccccc1)S(=O)(=O)c1ccccc1)c1ccccc1,111,102,103,nt,102,95,102,107,90
CCN(c1ccc(C(=O)N2CCN(c3ccc(F)cc3)CC2)cc1)S(C)(=O)=O,102,108,116,109,105,109,99,99,105
Cc1nc2cc(-c3cc(C(F)(F)F)cc(C(F)(F)F)c3)ccc2c(=O)n1-c1cccc(Cl)c1,89,98,100,94,69,97,91,78,95
COc1ccc(-c2onc3ccc(Br)cc23)cc1OC,99,77,94,99,58,96,82,84,93
CCOP(=O)(OCC)C1CP(=O)(c2ccccc2)CC(C)=C1Cl (centres undefined),nt,94,127,104,65,98,86,107,92
Cc1c(C(=O)O)nnn1-c1nc(-c2ccccc2)cs1,112,106,82,100,70,105,90,116,93
CCCNS(=O)(=O)c1cc(C(=O)Nc2cccc(NC(=O)c3cc(S(=O)(=O)NCCC)c(O)c(O)c3O)c2)c(O)c(O)c1O,104,101,95,104,85,110,106,99,97
Cc1cc(C(O)CN(CCCC(C)C)CCCC(C)C)cc2c1ccc1cc(C(C)C)ccc12 (centres undefined),89,104,103,96,81,112,104,nt,97
O=S(=O)(OCCOS(=O)(=O)c1ccccc1)c1ccccc1,105,96,96,94,91,111,97,101,95
Cc1cc(Cl)c(Cl)cc1Cl,nt,112,117,113,91,108,106,106,107
O=S(=O)(NC1CC2CCC1C2)c1ccc2c(c1)C(=NO)c1cc(S(=O)(=O)NC3CC4CCC3C4)ccc1-2 (centres undefined),-74*,64,86,nt,32,42,67,-52*,-84*
O=C1Nc2ccccc2/C1=N/c1n[nH]c(=S)s1,86,105,102,99,84,105,98,96,92

Two entries from above, as labelled records.
O=S(=O)(OCCOS(=O)(=O)c1ccccc1)c1ccccc1
  IGROV1 = 105	NCI/ADR-RES = 96	SK-OV-3 = 96	OVCAR-3 = 94	NCI-H522 = 91	OVCAR-5 = 111	OVCAR-8 = 97	OVCAR-4 = 101	NCI-H23 = 95

Cc1cc(Cl)c(Cl)cc1Cl
  IGROV1 = nt	NCI/ADR-RES = 112	SK-OV-3 = 117	OVCAR-3 = 113	NCI-H522 = 91	OVCAR-5 = 108	OVCAR-8 = 106	OVCAR-4 = 106	NCI-H23 = 107

Later entries:
Molecule,IGROV1,NCI/ADR-RES,SK-OV-3,OVCAR-3,NCI-H522,OVCAR-5,OVCAR-8,OVCAR-4,NCI-H23
COc1cccc(-c2nc3occn3c2-c2ccnc(NCCNS(=O)(=O)c3ccccc3)n2)c1,71,99,103,100,87,136,90,77,101
O=C1C2=C(C(=O)c3c(O)cccc31)C(c1ccco1)c1sc(=O)[nH]c1S2 (centres undefined),28,9.2*,115,nt,-5.3*,12,2.5*,24,nt
O=S(=O)(OCCCl)c1ccc(Cl)c(Cl)c1,102,103,109,101,98,115,98,102,97
O=c1[nH]nc2c3c(cccc13)NC(CN1Cc3ccccc3C1)=N2,65,80,73,81,60,82,81,84,74
Cc1ccc(S(=O)(=O)N2CCn3c(nnc3C(F)(F)F)C2)cc1[N+](=O)[O-],96,99,98,102,nt,97,106,102,97
Cc1[nH]c(C(=O)Nc2ccc(C(N)=O)cc2OCc2ccc(C(=O)NCCN)cc2)c(Cl)c1Cl,101,106,104,101,100,106,101,94,93
Cc1ccsc1[C@@H]1C[C@H](O)Cc2cc(Br)c3ccccc3c2N1,113,99,95,115,92,91,103,nt,90

High-throughput results: PubChem, NCI
